# Source: PubChem
# MOR-DOR ag: OPRM1-OPRD1 heterodimerization agonism | P35372+P41143 | cells, luminescence | activation, % at 9.3 µM | actives 0.3% (n = 340,000) | AID 504326; in the data active = activation above about 18%;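 also: 0% = vehicle-treated cells and 100% = reference agonist; values of inactives mirror those of a sister screen read the other way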
# Ecoli viability: counter-screen for AddAB inhibitors: E. coli growth inhibition; inhibition, % at 11.9 µM; actives 0.27% (n = 330,000); E. coli V3065 growth, OD600 absorbance, 18 h;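 active = inhibition above the campaign's mean inhibition across all tested compounds plus 3 SD, cut at about 9.9% in these data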;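 also: uninfected addAB+ strain grown without phage in ampicillin broth; 0% = DMSO wells and 100% = ciprofloxacin 0.95 µg/ml wells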
# PfHsp90 yeast 2: growth inhibition of yeast expressing Plasmodium Hsp90 | actives 0.32% (n = 310,000) | inhibition, % at 9.4 µM | S. cerevisiae expressing PfHsp90, BacTiter-Glo ATP, 48 h; yeast lacking PDR1 and PDR3 efflux regulators;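 active = every replicate shows inhibition above about 80%, whatever the replicate mean, limit read from the data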;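 also: 0% = DMSO neutral controls and 100% = 20 µM radicicol positive controls; yeast relying on Plasmodium falciparum Hsp90 in place of its own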
# Mot1-301 SUMO: inhibitors of SUMOylation pathway: yeast Mot1-301 growth rescue. S. cerevisiae Mot1-301 growth rescue, ATP luminescence, 38.5C; percent above DMSO median, 100 means doubled. AID 2716. growth rescue, % at 18.8 µM. actives 1% (n = 320,000);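 active = every valid replicate shows activation above 250% relative to neutral control wells; inactive = the rest, any valid replicate at or below 250%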;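 also: OY570 slx delta 5 strain wells were the positive control but not used for scaling; some compounds called inactive have numbers as strong as hits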
# HTR5A inv ctr: inverse agonist of human HTR5A in OPRM1-OPRD1 counter-screen; actives 0.083% (n = 340,000); HTR5A cell line, luminescence, inverse agonism; inhibition, % at 9.3 µM; in the data active = inhibition mostly above about 23%, no sharp cut-off; inactive = mostly below about 18%;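 also: 0% = cells with DMSO and 100% = no-cell wells with DMSO; some compounds called inactive have numbers as strong as hits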
# PKA-R1A act: PKA-R1A complex activation. P00514+P68181. PKA-R1A dissociation, Cy5-IP20 fluorescence polarization; scaled: DMSO 0%, 113 µM cGMP 100%. activation, % at 11.4 µM. actives 0.083% (n = 340,000). AID 504707;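 active = percent activation above the mean of all tested compounds plus 3 SD, cut at about 19% in these data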;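 also: higher means more PKAc released from R1A so a rise in polarization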
# phage Ecoli inh: E. coli growth loss with phage present. growth absorbance. inhibition, % at 11.9 µM. actives 0.26% (n = 360,000). AID 651602; in the data active = inhibition above about 11%
# OPRM1-OPRD1 inv: inverse agonists of human mu-delta opioid receptor heterodimerization | P35372+P41143 | cell-based MOR-DOR heterodimer luminescence, inverse agonism | inhibition, % at 9.3 µM | actives 0.21% (n = 340,000) | AID 504357; in the data active = inhibition above about 22%, passing the limit was not always enough;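 also: 0% = cells with DMSO and 100% = wells without cells with DMSO; values of inactives mirror those of a sister screen read the other way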
# AddAB inh: less growth of phage-infected E. coli with AddAB; E. coli expressing H. pylori AddAB, absorbance growth; inhibition, % at 11.9 µM; actives 0.29% (n = 330,000); AID 435030; in the data active = inhibition above about 12%;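 also: 0% = vehicle wells of infected cells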
# DSG3 Ab inh: human desmoglein-3 autoantibody binding inhibition; P32926; DSG3-coupled beads, scFv-anti-DSG3-GFP binding, flow cytometry; stronger effect = lower value; binding (percent of control), % at 10 µM; actives 0.48% (n = 310,000); AID 588358;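 active = binding more than 3 SD below its plate's average and above zero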;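 also: hits lower antibody fragment binding to DSG3; some compounds called inactive have numbers as strong as hits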
# Target sequence (P32926 whole entry, looked up, the tested form may be a part): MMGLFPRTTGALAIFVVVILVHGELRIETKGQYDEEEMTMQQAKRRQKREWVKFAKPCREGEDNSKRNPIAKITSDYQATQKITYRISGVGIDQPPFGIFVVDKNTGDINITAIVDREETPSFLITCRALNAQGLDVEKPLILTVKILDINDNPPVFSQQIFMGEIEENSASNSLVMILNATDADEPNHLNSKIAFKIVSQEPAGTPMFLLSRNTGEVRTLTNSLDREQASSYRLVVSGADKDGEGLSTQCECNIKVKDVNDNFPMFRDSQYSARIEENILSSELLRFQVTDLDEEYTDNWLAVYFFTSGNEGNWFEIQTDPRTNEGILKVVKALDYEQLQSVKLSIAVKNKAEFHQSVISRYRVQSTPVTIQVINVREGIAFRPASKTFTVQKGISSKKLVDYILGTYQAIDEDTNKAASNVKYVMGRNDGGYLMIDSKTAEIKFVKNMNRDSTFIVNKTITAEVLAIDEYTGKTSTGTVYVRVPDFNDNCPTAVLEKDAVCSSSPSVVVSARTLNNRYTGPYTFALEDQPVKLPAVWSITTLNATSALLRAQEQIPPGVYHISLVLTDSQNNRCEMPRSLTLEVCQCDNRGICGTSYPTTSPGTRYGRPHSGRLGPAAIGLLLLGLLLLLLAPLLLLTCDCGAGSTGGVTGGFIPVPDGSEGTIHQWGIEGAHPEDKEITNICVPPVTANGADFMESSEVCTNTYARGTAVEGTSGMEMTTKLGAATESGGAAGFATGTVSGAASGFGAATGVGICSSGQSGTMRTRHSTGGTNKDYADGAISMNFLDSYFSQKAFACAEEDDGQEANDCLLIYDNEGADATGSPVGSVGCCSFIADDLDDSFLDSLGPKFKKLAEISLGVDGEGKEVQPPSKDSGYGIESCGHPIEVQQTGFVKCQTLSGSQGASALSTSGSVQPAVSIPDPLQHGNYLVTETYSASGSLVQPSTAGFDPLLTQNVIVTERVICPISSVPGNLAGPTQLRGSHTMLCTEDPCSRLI
# HTR5A ag: counter-screen for OPRM1-OPRD1 agonists: human HTR5A agonism; HTR5A agonist assay, luminescence, cell-based; AID 504692; actives 0.61% (n = 340,000); P47898; activation, % at 9.3 µM; in the data active = activation mostly above about 9.5%, no sharp cut-off; inactive = mostly below about 7.6%;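 also: 0% = cells with vehicle only and 100% = reference agonist; strong numbers were not always called active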
# Active calls of the source: *; / = not tested or not shown.
SMILES,HTR5A ag,Ecoli viability,OPRM1-OPRD1 inv,Mot1-301 SUMO,PKA-R1A act,PfHsp90 yeast 2,MOR-DOR ag,DSG3 Ab inh,AddAB inh,HTR5A inv ctr,phage Ecoli inh
CCN(CC)C(=O)CSc1nc(-c2ccc(C)cc2)nc2c1COC(C)(C)C2,7,-0.3,-2,-25,4,-42,0.4,99,-0.9,-18,3.6
COc1ccc(N(CC(=O)NCc2cccnc2)S(=O)(=O)c2ccc(C)c([N+](=O)[O-])c2)cc1,-4,1.1,10,12,-2,7,-2.2,104,-3.9,6,3.4
COc1ccc2nc(NC(=O)CCc3nc(-c4ccccc4F)no3)sc2c1,-8,/,-1,/,-1,/,0.2,/,/,17,1.2
Cc1ccc(S(=O)(=O)Nc2ccc(-c3nnc(SCC#N)n3C)cc2)cc1,2,-0.5,5,162,6,/,-0.8,99,3.1,-14,2.3
CCCCOc1ccc(C(=O)N/N=C/c2cn[nH]c2-c2ccc(OC)c(OC)c2)cc1,1,2.1,5,28,-12,18,-0.9,94,1.7,-2,3.9
COc1ccc2cc(C(=O)Nc3c(C)n(C)n(-c4ccccc4)c3=O)sc(=O)c2c1OC,-1,0.3,6,3,0,17,-1.2,102,1.4,2,/
COc1cc(NC(=O)CSc2ncccc2C(=O)OC(C)C)cc(OC)c1,4,-1.6,-17,-10,1,18,3.3,101,-2.0,-2,1.0
O=C(Nc1ccc(C(F)(F)F)cn1)Nc1cccs1,2,2.7,-12,5,2,-3,2.3,107,3.9,-4,1.9
CCN(CC)S(=O)(=O)c1ccc2c(c1)N(CC(=O)N1CCC(C(N)=O)CC1)C(=O)CO2,-3,-3.5,16,31,-2,11,-3.1,101,2.5,10,-1.6
O=C(CCn1cnnn1)Nc1cccc(F)c1,2,-1.1,11,/,-6,21,-2.2,103,-0.3,34,1.3
COc1ccccc1-c1coc2cc(OCC(=O)OCc3ccccc3)ccc2c1=O,-2,2.6,12,-4,0,-6,-2.2,95,3.1,-7,2.0
COc1ccc(C(=O)CSc2ccc(-c3ccccc3)nn2)cc1,-4,-1.9,10,9,-5,-6,-2.0,98,-1.4,-23,1.5
CC1CCCCN1CC(=O)Nc1ccccc1Sc1ccccc1 (stereo unspecified),-2,2.9,-25,32,-4,4,5.5,106,4.2,7,3.1
CC1CCCC/C1=N\NC(=S)NCCc1ccccc1 (stereo unspecified),2,2.3,-6,-7,-6,21,1.2,103,3.9,-12,2.5
CC1=NN(C(C)C)C(=O)C1,6,0.6,20,1,-7,-5,-3.3,95,0.8,-13,/
COc1cc(C(=O)N2CCN(c3ccccc3O)CC2)ccc1OCC(=O)N1CCOCC1,6,0.0,12,-6,2,-7,-3.1,/,0.0,-14,1.0
O=C(Nc1ccccc1)Nc1cccc2cccnc12,1,-1.8,-27,31,-1,/,5.0,76,-0.7,-28,2.4
CCN1CCN(C(=O)c2cc3c(s2)-c2c(C)cccc2OC3)CC1,1,4.0,11,4,-2,-35,-2.1,110,8.1,-3,/
CCN(CC)C(=O)CCNS(=O)(=O)c1ccc(C)cc1,5,-1.6,-4,-4,3,9,0.7,97,1.5,-56,0.2
O=C(COC(=O)/C=C/c1ccco1)Nc1ncc(C(F)(F)F)cc1Cl,5,0.9,-13,588*,3,16,2.4,115,0.8,-12,1.9

# The closing 2 records of the part before lead into the next.
SMILES,HTR5A ag,Ecoli viability,OPRM1-OPRD1 inv,Mot1-301 SUMO,PKA-R1A act,PfHsp90 yeast 2,MOR-DOR ag,DSG3 Ab inh,AddAB inh,HTR5A inv ctr,phage Ecoli inh
CCN(CC)C(=O)CCNS(=O)(=O)c1ccc(C)cc1,5,-1.6,-4,-4,3,9,0.7,97,1.5,-56,0.2
O=C(COC(=O)/C=C/c1ccco1)Nc1ncc(C(F)(F)F)cc1Cl,5,0.9,-13,588*,3,16,2.4,115,0.8,-12,1.9
COc1ccc(NS(=O)(=O)c2cc(NC(=O)c3ccc(=O)[nH]c3)ccc2C)cc1,-4,-2.3,21,-1,-7,/,-5.3,/,-0.4,22,1.6
CCOC(=O)C1(Cc2cccc(OC)c2)CCN(Cc2cccn2-c2ccccn2)CC1,3,0.2,20,15,-5,10,-4.3,104,4.4,-2,4.2
Cc1cnc(NC(=O)c2ccc(Cl)nc2)s1,-5,-1.4,16,121,-9,-3,-3.6,91,1.6,17,2.7
Cc1ccc(Cl)cc1NC(=O)CC1NC2CCCCC2NC1=O (stereo unspecified),-2,0.8,-1,3,-16,4,0.2,103,0.5,7,5.0
CCOc1ccc2nc(SCC(=O)NCc3ccc(OC)cc3)[nH]c2c1,6,/,0,25,-4,-2,0.0,92,/,-23,2.2
Cc1ccc(NC(=O)C2CCN(C(=O)c3cccs3)CC2)c(C)c1,6,-1.6,-11,-17,-10,13,1.3,131,1.3,-17,1.7
CCOc1ccc(CCNC(=O)CCC(=O)c2cccs2)cc1OCC,-2,0.6,15,9,5,-3,-3.9,/,0.7,6,2.3
Cc1nonc1OCCNC(=O)C12CC3CC(CC(C3)C1)C2,-3,0.4,12,5,5,16,-1.9,101,1.6,12,-0.3
O=C1C2CCCCC2C(=O)N1c1ccc(NC2CCCCC2)c([N+](=O)[O-])c1 (stereo unspecified),-6,0.8,12,-10,-1,-2,-2.4,103,2.4,21,4.7
COc1cccc(NC(=O)COC(=O)c2ccccc2F)c1,4,0.4,11,-4,4,-11,-2.0,111,1.0,-25,3.7
NCCNc1ccc([N+](=O)[O-])cc1,0,0.9,7,-2,-9,16,-1.5,98,0.2,2,0.1
COc1cc(C(C)=O)ccc1Oc1ncnc2c1cnn2-c1ccc(F)cc1,1,-1.1,-7,-1,7,-18,1.2,111,1.1,-8,1.2
Cc1ccc(N2C(=O)N(CC(=O)Nc3ccc([N+](=O)[O-])cc3)C(=O)C2C)cc1 (stereo unspecified),6,-0.4,-9,-11,0,-22,1.7,113,3.2,9,-0.9
O=C(c1ccccn1)N1CCN(S(=O)(=O)c2ccccc2)CC1,-1,0.2,4,374,-11,/,-0.9,117,5.1,3,-0.4
CCc1ccccc1N(CC(=O)N/N=C/c1ccc(OC(=O)OC)c(OC)c1)S(C)(=O)=O,0,-1.9,3,0,-10,18,-0.8,/,0.3,1,1.9
CC1(C)C2CCC(C2)C1(C)NC(=O)CN1CCN(Cc2ccccc2)CC1 (stereo unspecified),0,2.0,-15,30,3,-5,2.3,87,0.1,-26,2.0
CC(C)(C)OC(=O)C[C@H]1C/C=C\C[C@H](CC(=O)N(CCO)Cc2ccccc2)C(=O)N[C@H](C(C)(C)C)COC1=O,-2,-1.1,8,-3,-5,-4,-1.3,106,-1.9,-14,2.3
O=C(CN1C(=O)C2CC=CCC2C1=O)Nc1cc(C(F)(F)F)ccc1N1CCCC1 (stereo unspecified),-6,0.2,3,-4,-9,2,-0.4,97,0.2,17,-1.5
CCN(CC)C(=O)CS(=O)(=O)CC(=O)Nc1cc(OCCOC)c(Cl)cc1Cl,-3,-1.0,-7,-12,-14,-15,1.4,101,1.1,-27,4.7
CC(C)(C)NC(=O)Cc1ccc(S(=O)(=O)N2CCCC2)s1,2,0.4,-15,14,-9,3,2.6,75*,3.4,-7,3.1
CC1(c2ccccc2)NC(=O)N(CC(=O)Nc2ccc3c(c2)OCO3)C1=O (stereo unspecified),0,1.0,12,1,-4,-1,-2.2,81,0.2,-19,1.8
O=C(NNc1nc(-c2ccccc2)c2cc(Br)ccc2n1)c1ccc(S(=O)(=O)N2CCCCC2)cc1,0,-0.3,13,-4,1,3,-2.0,90,-1.3,9,4.3
CC(CN1CCCCC1)OC(=O)c1cc2ccccc2o1 (stereo unspecified),-1,1.6,14,12,-4,8,-2.4,109,-3.2,-11,1.7
CC(=O)N1CCN(c2ccc(NC(=O)c3ccccc3Br)cc2Cl)CC1,0,0.2,14,93,-9,-5,-3.0,104,1.6,-12,4.7
Cc1ccc(CNC(=O)C2CCN(S(=O)(=O)c3ccc4c(c3)CC(C)N4C(=O)C3CCC3)CC2)o1 (stereo unspecified),11*,1.1,11,284,10,-1,-2.1,103,0.9,-6,-0.5
CC(=O)Nc1cccc(-c2nc3ccccc3s2)c1C,7,-0.1,-1,-11,-3,-6,0.2,88,5.9,-18,2.3
O=S(=O)(NCC1CCN(Cc2ccccc2)CC1)c1ccccc1C(F)(F)F,3,0.9,5,111,0,4,-1.0,102,2.2,-9,0.9
Cc1nonc1NC(=O)CSc1nc(CCC2CCCC2)nc2ccccc12,5,1.6,-44,14,-18,-1,8.5,91,6.0,-16,2.4
CC(C)CNC(=O)c1ccccc1NC(=O)c1ccc(CSc2ccccc2)cc1,3,-1.0,-4,0,2,-12,0.7,102,3.1,-10,1.7
O=C(O)C1CCCN1S(=O)(=O)c1ccc(Br)s1 (stereo unspecified) (tested in a mixture with another compound),-2,1.6,7,114,3,8,-1.2,76,1.0,20,0.3
O=C(CNC(=O)c1ccc(F)cc1)c1ccc(Cl)cc1,-2,0.6,-6,80,5,22,1.0,95,3.9,6,0.6
Nc1nc(-c2ccc(S(=O)(=O)N3CCCCC3)cc2)cs1,3,-0.5,8,14,-5,41,-1.6,99,-1.5,-11,1.9
Cc1c(-c2ccccc2)c(=O)oc2ccc(O)cc12,0,1.2,-1,-19,-8,-19,0.2,98,1.8,-17,1.3
Cc1cccc(N2NC(=O)/C(=C/c3ccc(-c4ccc(Cl)c(C(=O)O)c4)o3)C2=O)c1,-2,/,9,/,1,-63,-1.7,97,/,6,4.2
CCOc1ccc(CNC(=O)CCC(=O)n2nc(C)c3ccccc32)cc1,6,0.8,18,31,-16,27,-3.7,103,1.2,7,1.0
Cc1ccn(-c2cc(O)c(-n3ccc(C)n3)cc2O)n1,-5,1.3,12,-8,-7,3,-2.2,87,3.3,16,4.5
CC(C)(C)C(=O)Nc1ccccc1C(=O)NCc1ccco1,1,0.5,14,62,-3,3,-2.9,104,-0.1,-1,1.8
CCOC(=O)c1c(C)[nH]c(C(=O)CSc2nnc(-c3ccncc3)n2CC)c1C,-1,-3.2,-8,-22,-11,-5,1.3,104,0.6,2,2.4
Cc1nn(C)c(C)c1CN(C)C(=O)C1CCC(=O)N(C2CCCCCC2)C1 (stereo unspecified),10,0.2,13,255,0,-16,-2.6,/,2.7,16,2.9
CCn1c(=O)c(=O)[nH]c2cc(C(=O)NC(C)c3ccc(S(N)(=O)=O)cc3)ccc21 (stereo unspecified),0,-0.4,-8,3,-6,7,1.0,116,-2.0,0,-1.0
CCN(CC(=O)Nc1ccc(NC(C)=O)cc1)C(=O)CSc1ncnc2sc(C)c(C)c12,-2,2.0,6,14,2,/,-1.1,101,0.9,6,-0.2
COC(=O)C1=C(NC(C)=O)CCS1,3,-0.7,7,228,-7,14,-1.3,89,0.0,12,0.8
